Screens (PubChem BioAssay)
inhibitors of VEEV – inhibitors of VEEV TC-83 cytopathic effect, confirmation, Vero cells (AID 588727); Vero cells, VEEV TC-83 cytopathic effect inhibition; higher % means a stronger effect; one-dose inhibition, % at 20 µM; IC50 in µM for titrated hits; actives 0.13% (n = 350,000); in the data active = a potency from the dose series; inconclusive = inhibition mostly from about 14% at the one dose, without a potency; inactive = the rest, 99 in 100 with inhibition below about 12%; note: strong numbers were not always called active
tuberculosis growth – growth inhibition of non-replicating M. tuberculosis (AID 488890). Mycobacterium tuberculosis non-replicating, growth inhibition; higher % means a stronger effect. inhibition, % at 25 µM; hits with a dose series show IC50 in µM. actives 0.39% (n = 320,000); in the data active = a potency from the dose series; inconclusive = inhibition mostly from about 82% at the one dose, without a potency; inactive = the rest, 99 in 100 with inhibition below about 76%;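 note: plate controls were DMSO cells for no effect and high antibiotic wells for full effect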
influenza NS1A – H1N1 influenza NS1A inhibitors, functional cell based assay (AID 504329); NS1A functional cell-based assay, percent inhibition; higher % means a stronger effect; inhibition, % at 12.5 µM; hits with a dose series show IC50 in µM; actives 0.3% (n = 340,000); in the data active = a potency from the dose series; inconclusive = inhibition above about 27% without an active follow-up result; note: strong numbers were not always called active
H37Rv inhibition – M. tuberculosis growth inhibition, HTS (AID 449762); M. tuberculosis H37Rv growth inhibition, 7H9 media; higher % means a stronger effect; actives 0.59% (n = 330,000); inhibition, % at 25 µM; hits with a dose series show IC50 in µM; in the data active = a potency from the dose series; inconclusive = inhibition above about 70% without an active follow-up result;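 note: bacterial growth assessed after seven days of incubation; strong numbers were not always called active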
Salmonella PhoP GFP – Inhibition of PhoP regulon, Salmonella typhi GFP reporter cells, confirmation, 4 h (AID 1850); Salmonella Typhi PhoP-promoter GFP reporter, fluorescence, 4 h; higher % means a stronger effect; one-dose inhibition, % at 50 µM; IC50 in µM for titrated hits; actives 0.33% (n = 310,000); in the data active = a potency from the dose series; inconclusive = inhibition mostly from about 25% at the one dose, without a potency; inactive = the rest, 99 in 100 with inhibition below about 19%;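 note: 0% = induced wells with vehicle and 100% = uninduced wells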
inhibitors of VEEV 10K pilot screen – further read-out of inhibitors of VEEV, marked with its call; inhibition, %; measured here: 10K pilot screen inhibition
Numbers without * were called inactive; i = inactive; ? = inconclusive; / = not tested or not shown. No enrichment for hits. Share with any hit: about 1.4%.

SMILES | inhibitors of VEEV | tuberculosis growth | influenza NS1A | H37Rv inhibition | Salmonella PhoP GFP | others
COc1cc2c(cc1NC(=O)CN1CCN(S(=O)(=O)c3ccc(C)cc3)CC1)oc1ccccc12 | 0.8% | 2% | -8% | -7% | -3%
CC(C)NS(=O)(=O)c1ccc(OCC(=O)N2CCc3ccccc3C2)cc1 | 0.7% | -6% | -3% | -1% | 4%
Cc1ccc(NC(=S)NCc2ccccc2)cc1[N+](=O)[O-] | 9.5% | ? | 2% | 58% | -5%
O=C1c2ccccc2C(=O)N1OCc1cccc(Cl)c1 | 0.8% | 4% | 6% | -3% | -8%
CCN(CC)S(=O)(=O)c1ccc(-c2csc(C)n2)cc1 | 0.7% | 18% | -6% | 6% | -12%
O=C(CN1C(=O)C2C3C=CC(C3)C2C1=O)Nc1nc(-c2ccccn2)cs1 (configuration not stated) | 14% | 40% | 11µM* | ? | 0%
CCc1nnc(NC(=O)C2=CCN(S(=O)(=O)c3ccc(F)cc3)CC2)s1 | 2.4% | -4% | -4% | -1% | 0%
COc1cc(C(CC(=O)Nc2ccccn2)N2Cc3ccccc3C2=O)cc(OC)c1OC (configuration not stated) | 3.9% | 10% | 3% | -2% | -4%
CCC(C)NC(=O)C1c2ccccc2C(=O)N1Cc1ccc(F)cc1 (configuration not stated) | i | 6% | -2% | 0% | -10%
CCOC(=O)CN1CC23C=CC(O2)C(C(=O)NCc2ccccc2OC)C3C1=O (configuration not stated) | i | -40% | 5% | -7% | 13%
CCCCn1c(N)c(N(CCOC)C(=O)c2ccc(Br)s2)c(=O)[nH]c1=O | 9.0% | -15% | -5% | -12% | 10%
CSc1ncccc1C(=O)OCC(=O)Nc1ccc(N2CCOCC2)cc1 | 1.0% | 5% | -16% | -12% | /
COc1ccc(N2CC(O)=C(c3nc4ccccc4s3)C2=N)c(OC)c1 | i | 3% | 0% | -7% | -2%
COc1ccccc1CCC(=O)OCC(=O)Nc1ccc(C(N)=O)cc1 | 1.6% | -10% | -7% | -2% | 10%
CCn1c2ccccc2n2c(=O)c(=O)n(CC(=O)N3CCN(c4ccccc4OC)CC3)nc12 | / | -20% | / | 0% | -5%
CC(=O)/C(=C/N(C)C)C(=O)Nc1ccc(Cl)cc1Cl | 0.9% | ? | 2% | 4% | -2%
CCOc1ccccc1OCCOc1ccccc1OC(C)C | 3.3% | 27% | -16% | 4% | 2%
O=C(Nc1ccc(N2CCOCC2)cc1)c1ccc(Br)o1 | 1.4% | 14% | 2% | -5% | 6%
CCN(CC)c1ccc(NC(=O)c2c(C)noc2C)cc1 | 1.6% | 4% | -5% | -6% | -3%
CSc1ncccc1C(=O)N1CCCC(N2CCN(c3ccccc3F)CC2)C1 (configuration not stated) | 0.2% | 1% | 21% | -14% | -13%
Cn1c(=O)cc(SCC(=O)NCCCN2CCOCC2)c2ccccc21 | 6.0% | -13% | 6% | 5% | 2%
Cc1onc(-c2ccccc2)c1C(=O)NCC1CCN(C(=O)c2c(-c3ccccc3)noc2C)CC1 | 3.0% | 14% | -10% | -4% | -2%
O=C(C1CCC(CNc2c(N3CCCC3)c(=O)c2=O)CC1)N1CCc2ccccc21 (configuration not stated) | 1.9% | -12% | 5% | -10% | 6%
COc1ccc(CN2CCN(Cc3ccc(C)cc3)CC2)c(OC)c1 | 0.2% | 9% | -3% | -4% | 12%
CC(C)(C)NC(=O)N1CCCC(C(=O)c2cccc(Cl)c2)C1 (configuration not stated) | i | 28% | 77% | 2% | -5% | inhibitors of VEEV 10K pilot screen=1.4

A section of the results above, as a working copy:
SMILES | inhibitors of VEEV | tuberculosis growth | influenza NS1A | H37Rv inhibition | Salmonella PhoP GFP | others
O=C(Nc1ccc(N2CCOCC2)cc1)c1ccc(Br)o1 | 1.4% | 14% | 2% | -5% | 6%
CCN(CC)c1ccc(NC(=O)c2c(C)noc2C)cc1 | 1.6% | 4% | -5% | -6% | -3%
CSc1ncccc1C(=O)N1CCCC(N2CCN(c3ccccc3F)CC2)C1 (configuration not stated) | 0.2% | 1% | 21% | -14% | -13%
Cn1c(=O)cc(SCC(=O)NCCCN2CCOCC2)c2ccccc21 | 6.0% | -13% | 6% | 5% | 2%
Cc1onc(-c2ccccc2)c1C(=O)NCC1CCN(C(=O)c2c(-c3ccccc3)noc2C)CC1 | 3.0% | 14% | -10% | -4% | -2%
O=C(C1CCC(CNc2c(N3CCCC3)c(=O)c2=O)CC1)N1CCc2ccccc21 (configuration not stated) | 1.9% | -12% | 5% | -10% | 6%
COc1ccc(CN2CCN(Cc3ccc(C)cc3)CC2)c(OC)c1 | 0.2% | 9% | -3% | -4% | 12%

Carrying on.
SMILES | inhibitors of VEEV | tuberculosis growth | influenza NS1A | H37Rv inhibition | Salmonella PhoP GFP | others
CC(=O)c1[nH]c(C)c(C(=O)N2CCCC(Nc3cccc(F)c3)C2)c1C (configuration not stated) | 0.1% | -9% | 0% | -9% | -1%
CN(C(=O)COC(=O)c1ccc2c(c1)OCO2)C1CCS(=O)(=O)C1 (configuration not stated) | 1.1% | 0% | 14% | 5% | 2%
CC(=O)C1=C(C)NC(SCSc2ccccc2)=C(C#N)C1c1cccnc1 (configuration not stated) | / | 37% | / | -10% | 0%
O=C(CN1C(=O)NC(c2ccccc2)(c2ccccc2)C1=O)Nc1ccc(N2CCOCC2)cc1 | 6.1% | 6% | -16% | -3% | /
COc1ccc(NC(=O)NNC(=O)C(C)Oc2ccc3ccccc3c2)cc1 (configuration not stated) | 2.3% | 8% | -6% | 5% | 0%
CCOC(=O)N1CCC(N2Cc3cccc(C(=O)Nc4c(C)cccc4CC)c3C2=O)CC1 | 8.9% | 25% | 8% | 4% | -4%
Cc1cccc2c1-c1sc(C(=O)N3CCCCC3)cc1CO2 | 2.2% | 39% | 1% | 7% | -7%
O=C(Nc1ccsc1C(=O)N1CCCC1)c1ccccc1 | i | -4% | 1% | 1% | 4%
Cc1ccsc1/C=N/Nc1ccc(C(=O)O)cc1 | i | -1% | -5% | 10% | 28%
Cc1cc(C)n(-c2ccc(Cl)c(C(=O)Nc3ccc(-c4nnc5n4CCCCC5)cc3)n2)n1 | 7.0% | 7% | 2% | 2% | -1%
CC(C(=O)Nc1ccon1)N1C(=O)c2ccccc2S1(=O)=O (configuration not stated) | 3.5% | -1% | -8% | 1% | 3%
COCCCNC(=O)C1CCCN(S(=O)(=O)c2ccc(C)cc2)C1 (configuration not stated) | i | 5% | -4% | 4% | -2%
O=C(Nc1ccc(F)cc1F)c1ccc2c(c1)[nH]c(=O)n2Cc1ccc(F)cc1 | 1.9% | 6% | 1% | -6% | -1%
Cc1ccc(CNC(=O)CCc2ccccc2)cc1 | 0.5% | 77% | 9% | 7% | -8%
O=C(Nc1cc(S(=O)(=O)N2CCOCC2)ccc1N1CCCC1)c1cc(F)c(F)cc1Cl | 6.5% | / | -4% | / | /
CCCc1nn(C)c(C(=O)Nc2cccc(C)c2)c1Cl | 1.6% | 11% | 12% | 1% | -5%
CCC1CCC2(CC1)NC(=O)N(CC(=O)N1CCc3ccccc31)C2=O (configuration not stated) | 0.3% | -20% | 1% | -3% | /
CC(C)CNC(=O)CC(NCC(C)C)C(=O)O (configuration not stated) | / | -12% | / | 2% | -2%
Cc1ccc(C(=O)Nc2ccc(O)c(C(=O)O)c2)o1 | 1.4% | 11% | 8% | 6% | -1%
CNC(=O)c1cc(S(=O)(=O)Nc2ccc3c(c2)OCCO3)ccc1C | 0.3% | -12% | -5% | -4% | -2%
O=C1c2cccc3cccc(c23)C(=O)N1c1ccc(O)cc1 | 0.9% | 36% | 0% | 5% | -6%
NS(=O)(=O)c1ccc(NS(=O)(=O)c2ccc(Br)cc2)cc1 | 0.8% | -19% | 3% | 3% | 10%
CN(C)S(=O)(=O)c1cccc(NC(=O)CCSc2ccc(Cl)cc2)c1 | 0.6% | 21% | -8% | 6% | 2%
Cc1cc(C)n(-c2nc(NCCC(C)C)c3c4c(sc3n2)COC(C)(C)C4)n1 | 6.0% | / | -9% | / | /
O=C1C(Cl)=C(N2CCOCC2)C(=O)N1c1ccccc1 | 0.9% | 55% | -5% | -8% | -7%

Next part:
SMILES | inhibitors of VEEV | tuberculosis growth | influenza NS1A | H37Rv inhibition | Salmonella PhoP GFP | others
CS(=O)(=O)NC1CCN(Cc2ccccc2)CC1 | 1.3% | 15% | -6% | 0% | -7%
COc1cccc(COC(=O)C2CCN(S(=O)(=O)c3ccc(C)cc3C)CC2)c1OC | 0.8% | 62% | 1% | 8% | 1%
Cc1c(NC(=O)C(c2ccccc2)c2ccccc2)cccc1C(=O)O | i | -9% | 8% | 0% | -2%
CCNC(=S)NNC(=O)c1cc(C)on1 | i | -11% | 2% | -4% | 16% | inhibitors of VEEV 10K pilot screen=0.3
CC(=O)Nc1ccc(OS(=O)(=O)c2ccccc2C)cc1 | 5.8% | 0% | -4% | 6% | 5%
CC(=O)C1=C(c2ccccc2)NC(=S)NC1c1cc(Cl)c(OC(C)C)c(Cl)c1 (configuration not stated) | 6.4% | 34% | -2% | 14% | 9%
O=c1c2cn[nH]c2nc(SCc2cc(=O)n3cc(Br)ccc3n2)n1-c1ccc(Br)cc1 | 7.4% | 51% | -2% | 60% | 6%
CCOC(=O)C1CCN(C(=O)Cn2cc(C(=O)c3ccco3)c3ccccc32)CC1 | 0.5% | -7% | 0% | -17% | -8%
Cc1ccc(CN2C(=O)CSc3ccc(C(=O)NCCN4CCOCC4)cc32)cc1 | 1.1% | 6% | -6% | 5% | 3%
COc1ccccc1-c1nc(SCC(=O)Nc2ccccc2F)n[nH]1 | 10.0% | 28% | -3% | -2% | 4%
Cc1ccc(N(C(=O)C2CCCC2)C2C=CS(=O)(=O)C2)cc1 (configuration not stated) | 1.1% | 2% | 0% | -3% | -6%
CC(C)(C)c1ccc(Cn2nnc3c(=O)[nH]c(C4CCCN(C(=O)c5ccco5)C4)nc32)cc1 (configuration not stated) | 2.4% | 27% | 8% | 11% | -24%
COc1ccccc1NC(=O)CN1C(=O)C(C)SC(C)C1=O (configuration not stated) | 0.7% | -9% | -16% | -3% | -6%
N#Cc1ccc(NC(=O)Cn2cnc(S(=O)(=O)N3CCCCC3)c2)cc1 | i | -5% | 5% | 0% | 5%
COc1cc2c(cc1NC(=O)CN(C)Cc1nc3ccccc3c(=O)[nH]1)oc1ccccc12 | 9.1% | 50% | 1% | ? | 0%
O=C1C=C(NCCc2cc(Br)c(O)c(Br)c2)C(=O)c2ncccc21 | 2.5% | / | 10% | / | /
C[C@H](NC(=O)c1nc[nH]c1C(=O)N1CCNCC1)C(=O)OCc1ccccc1 | 0.1% | 7% | 7% | 0% | -9% | inhibitors of VEEV 10K pilot screen=0.9
CC(NC(=O)C1CCCCC1)C(c1cccs1)N1CCN(C)CC1 (configuration not stated) | 0.5% | 35% | 31% | -3% | 7%
O=C(Nc1ccncc1)c1cccc(F)c1 | 0.5% | 0% | 17% | -1% | -1%
CCC(=O)c1ccc(OCC(=O)OC(C)C(=O)Nc2c(C)n(C)n(-c3ccccc3)c2=O)cc1 (configuration not stated) | 4.2% | / | -5% | / | /
O=C(OCCCOC(=O)c1ccccc1O)c1ccccc1O | / | 62% | / | -18% | -7%
CCOC(=O)C1=C(C)OC(N)=C(C#N)C1c1c(C)nn(-c2ccccc2)c1Cl (configuration not stated) | 9.1% | -6% | 5% | -4% | 4%
CN(CC(=O)NCc1ccco1)S(=O)(=O)c1ccc(F)cc1 | 0.7% | -5% | 11% | -1% | -13%
CC(=O)Nc1ccc2nc(-c3ccncc3)[nH]c2c1 | 7.4% | 1% | -6% | -3% | 0%
CCN(CC)c1ccc(NC(=O)CN2CCN(S(=O)(=O)c3cc(Cl)ccc3OC)CC2)cc1 | 0.7% | 19% | 18% | -4% | 6%
CN(C(=O)COC(=O)c1cnc(Cl)c(Cl)c1)C1CCS(=O)(=O)C1 (configuration not stated) | 1.8% | 9% | -11% | 2% | 9%
Cc1cc(C)cc(OC(C)C(=O)Nc2ccccc2C(=O)NCc2cccnc2)c1 (configuration not stated) | 3.6% | 2% | 10% | -10% | 2%

Among those listed so far, 2 contain a tert-butyl group:
SMILES | inhibitors of VEEV | tuberculosis growth | influenza NS1A | H37Rv inhibition | Salmonella PhoP GFP | others
CC(C)(C)NC(=O)N1CCCC(C(=O)c2cccc(Cl)c2)C1 (configuration not stated) | i | 28% | 77% | 2% | -5% | inhibitors of VEEV 10K pilot screen=1.4
CC(C)(C)c1ccc(Cn2nnc3c(=O)[nH]c(C4CCCN(C(=O)c5ccco5)C4)nc32)cc1 (configuration not stated) | 2.4% | 27% | 8% | 11% | -24%
